KB-3-1 tox: KB-3-1 parental cell cytotoxicity; 400,000 tested, 1.4% active; KB-3-1 viability, CellTiter-Glo ATP luminescence, 72 h; Potency, µM (titrated, usually from 46.1 µM), inactives show at the highest dose activity change, negative = cytotoxic, most hits filed as cytotoxic; further: potency means the concentration at half of the fitted maximal effect; on the % scale 0 is the no-effect control and ±100 the full control effect; nearly all actives have a fitted effect of over 60% in size
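Here the drug-naive KB-3-1 line serves as comparator for MDR sub-line selectivity; cells received compound titrations, 72 h at 37 °C, then CellTiter-Glo readout.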
IL-1B inflam inh: blocks inflammasome-driven IL-1 beta release | 360,000 tested, 4.7% active | THP-1 LPS/ATP IL-1B secretion, AlphaLISA, 16 h; hits give low values | activity change, % at 57.5 µM; in the data active means activity change below about -50%; inconclusive means mostly about -30% to -49%; further: on the % scale 0 is the no-effect control and ±100 the full control effect
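THP-1 cells pretreated 1 hr with compounds (up to 57.5 uM final), then stimulated with LPS (250 ng/mL final) plus ATP (1.25 mM final); secreted IL-1B measured by AlphaLISA after 16 hr, decreased signal indicating inhibition.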
GLP-1R agonist: agonists of human GLP-1 receptor. AID 624172. HEK293 GLP-1R CRE-luciferase, luminescence, 4-6 h; cells express a hypersensitive GLP-1R form. 380,000 tested, 0.007% active. Potency, µM (series often up to 45.6 µM), for the others: top-dose activation, actives largely listed as activators; further: potency means the concentration at half of the fitted maximal effect; % of control where 0% means no effect
Target sequence (P43220 whole entry, looked up): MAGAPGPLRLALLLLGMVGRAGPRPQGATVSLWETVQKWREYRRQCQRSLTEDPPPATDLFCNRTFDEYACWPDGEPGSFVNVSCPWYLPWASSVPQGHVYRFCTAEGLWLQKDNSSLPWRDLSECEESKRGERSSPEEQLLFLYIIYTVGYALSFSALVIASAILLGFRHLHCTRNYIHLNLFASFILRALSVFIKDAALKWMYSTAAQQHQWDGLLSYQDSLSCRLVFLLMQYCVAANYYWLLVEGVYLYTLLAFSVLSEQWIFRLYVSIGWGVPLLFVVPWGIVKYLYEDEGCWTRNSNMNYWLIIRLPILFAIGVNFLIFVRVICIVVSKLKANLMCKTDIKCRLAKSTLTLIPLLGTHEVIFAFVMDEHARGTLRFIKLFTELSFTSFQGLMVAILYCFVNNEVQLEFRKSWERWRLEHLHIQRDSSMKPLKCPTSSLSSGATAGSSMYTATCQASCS
D3 antag: D3 dopamine receptor (human) antagonism; P35462; D3R cells, DiscoveRx beta-arrestin luminescence, antagonist mode; hits give low values; max response, negative = inhibition, %; 360,000 tested, 2.5% active; AID 652054; in the data active means max response below about -50%; inconclusive means no clear call, values can overlap the other calls; further: on the % scale 0 is the no-effect control and ±100 the full control effect; mostly tested at two doses, the higher about 12 µM
Target sequence (P35462 whole entry, looked up): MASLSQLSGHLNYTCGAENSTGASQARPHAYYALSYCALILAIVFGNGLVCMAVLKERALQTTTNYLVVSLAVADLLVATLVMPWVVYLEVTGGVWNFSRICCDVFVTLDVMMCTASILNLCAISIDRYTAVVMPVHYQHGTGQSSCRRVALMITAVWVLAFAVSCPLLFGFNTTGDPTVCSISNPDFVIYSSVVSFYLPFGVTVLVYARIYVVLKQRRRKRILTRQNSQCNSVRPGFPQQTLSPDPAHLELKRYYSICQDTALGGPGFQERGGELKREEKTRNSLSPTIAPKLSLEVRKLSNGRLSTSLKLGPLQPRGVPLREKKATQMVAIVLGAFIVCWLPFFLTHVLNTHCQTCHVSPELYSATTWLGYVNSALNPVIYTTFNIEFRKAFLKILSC
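Cells plated overnight at 1500 cells/well, then exposed to library compounds with dopamine controls for 90 minutes at 37 degrees C. DiscoveRx reagent added for 30–60 minutes at room temperature; luminescence read, quantitative HTS format.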
HT1080 IDH1KD tx: toxicity to HT-1080 IDH1 knockdown cells (counter line); HT-1080 IDH1 knockdown viability, ATP luminescence, 48 h; 360,000 tested, 2% active; Potency, µM (titrated, usually from 46.1 µM), for the others: at the highest dose activity, negative = toxicity, hits mostly cytotoxic;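 further: potency means the concentration at half of the fitted maximal effect; 0% = DMSO wells and -100% = cell-free medium wells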
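Using the IDH1-knockdown HT-1080 line run in the same batch and compound series as the NT line, viability after 48 h at 37 °C was determined by CellTiter-Glo luminescence and expressed as % activity.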
HT1080NT lethal: kills 2HG-producing HT-1080-NT fibrosarcoma cells | Potency, µM (titrated, usually from 46.1 µM), without a hit: at the highest dose activity, negative = less viability, hits mostly cytotoxic | HT-1080-NT fibrosarcoma viability, CellTiter-Glo ATP luminescence, 48 h | AID 686970 | 360,000 tested, 1.6% active;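 further: NT is the 2HG producing partner of a matched IDH1 knockdown line; potency means the concentration at half of the fitted maximal effect; 0% = DMSO-treated cells and -100% = media-only wells without cells; nearly all actives have a fitted effect of over 55% in size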
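750 cells/well, RPMI + 5% FBS; 2 h settle, compound pin-transfer, 48 h at 37 degrees C. CellTiter-Glo 10 min RT, luminescence. Normalized to DMSO and media-only wells.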
SW480 rerep: induces DNA re-replication in SW480 colon adenocarcinoma cells; AID 624297; SW480 DNA re-replication, Hoechst DNA content imaging, 48 h; Potency, µM (highest dose often 46.1 µM), without a hit: at the highest dose re-replication activation, most hits filed as activators; 340,000 tested, 1.8% active; further: potency means the concentration at half of the fitted maximal effect; % of control where 0% means no effect; nearly all actives have a fitted effect of over 55% in size
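Compounds, transferred as 23 nL by pin tool, were incubated with cells for 48 hr; DNA content per nucleus was then quantified by Hoechst staining and fluorescence plate imaging.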
KB-V1 MDR tox: kills drug-selected multidrug resistant KB-V1 cells | 400,000 tested, 3.4% active | Potency, µM (highest dose often 46.1 µM), for the others: at the highest dose activity change, negative = cytotoxicity, hits mostly cytotoxic | AID 1347076 | KB-V1 MDR cells viability, CellTiter-Glo, 72 h; further: potency means the concentration at half of the fitted maximal effect; on the % scale 0 is the no-effect control and ±100 the full control effect; nearly all actives have a fitted effect of over 60% in size
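KB-V1, DMEM (no phenol red) + 10% FBS; cpd pin-transferred, titration series; 72 h, 37 degrees C; CellTiter-Glo, luminescence. Data normalized, curve-fit.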
DRD3 agonist: agonists of human D3 dopamine receptor; max activation, %; AID 652048; D3R DiscoveRx beta-arrestin cells, luminescence, 90 min; 410,000 tested, 0.58% active; P35462; in the data active means max activation above about 30%; further: 0% is about no effect; mostly tested at two doses, the higher about 12 µM
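Cells at 1500/well, incubated overnight, then treated with pinned compounds (dopamine as control) for 90 min at 37 degrees C. DiscoveRx reagent added for 30 - 60 minutes at room temperature; luminescence read.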
* = called active by the depositor; [ ] = remark or other dose. Unless noted, the call rests on the fitted dose curve; in most records, active means well fitted curve in the direction sought with a large enough effect; inconclusive means small, poorly fitted or top-dose-only effect, or another doubt; inactive means no such curve, though single readings can be large; an effect the other way counts as inactive or inconclusive.

Screening CCc1ccc(OCCSc2nc3ccccc3n2CC(=O)O)cc1 returned KB-3-1 tox 10.0%, IL-1B inflam inh 0.0, GLP-1R agonist -0.5%, D3 antag 0.8, HT1080 IDH1KD tx -3.9%, HT1080NT lethal -1.4%, SW480 rerep -4.2%, KB-V1 MDR tox 0.0% and DRD3 agonist 0.6.
Screening O=C(CN1c2ccccc2Sc2ccccc21)NNC(=O)Nc1ccc(Cl)c(Cl)c1 returned KB-3-1 tox 26.3%, IL-1B inflam inh -92.0*, GLP-1R agonist -4.4%, D3 antag -3.6, HT1080 IDH1KD tx inconclusive, HT1080NT lethal 20.6µM*, SW480 rerep inconclusive, KB-V1 MDR tox 16.4% and DRD3 agonist 5.7.
For Cc1ccc2nc(Cn3cc(C(F)(F)F)cc(Cl)c3=O)cc(=O)n2c1 the results were KB-3-1 tox 0.0%, IL-1B inflam inh -4.6, GLP-1R agonist 0.3%, D3 antag -8.4, HT1080 IDH1KD tx 23.8%, HT1080NT lethal 17.5%, SW480 rerep -0.2%, KB-V1 MDR tox -1.3% and DRD3 agonist -5.6.
For CCc1nc(OCCN(C)C)c2oc3ccccc3c2n1 the results were KB-3-1 tox 6.1%, IL-1B inflam inh -29.3, GLP-1R agonist 7.2%, D3 antag inconclusive, HT1080 IDH1KD tx 2.8%, HT1080NT lethal 5.6%, SW480 rerep -12.1%, KB-V1 MDR tox 10.9% and DRD3 agonist -1.2.
`COc1ccc(Cl)cc1C(=O)NCC#N` gave KB-3-1 tox 16.9%, IL-1B inflam inh 27.7, GLP-1R agonist -5.0%, D3 antag -3.0, HT1080 IDH1KD tx 0.1%, HT1080NT lethal 2.4%, SW480 rerep -0.8%, KB-V1 MDR tox -16.8% and DRD3 agonist -4.3.
`O=C(NCc1ccncc1)C(=O)NCc1ccncc1` gave KB-3-1 tox -10.6%, IL-1B inflam inh -0.3, GLP-1R agonist -0.5%, D3 antag -4.6, HT1080 IDH1KD tx -7.7%, HT1080NT lethal -3.5%, SW480 rerep 1.0%, KB-V1 MDR tox -0.8% and DRD3 agonist -0.4.
For Cc1ccccc1CN1CCC(n2nccc2NC(=O)CCOc2ccccc2)CC1 the results were KB-3-1 tox -4.5%, IL-1B inflam inh 0.0, GLP-1R agonist 2.2%, D3 antag inconclusive, HT1080 IDH1KD tx -15.4%, HT1080NT lethal -2.8%, SW480 rerep inconclusive, KB-V1 MDR tox 7.3% and DRD3 agonist -16.7.
For CC(C)c1nc(SCC(=O)N2CCOCC2)c2c(=O)n(C)c(=O)n(C)c2n1 the results were KB-3-1 tox -2.1%, IL-1B inflam inh 17.6, GLP-1R agonist 10.1%, D3 antag 5.6, HT1080 IDH1KD tx 2.5%, HT1080NT lethal 6.3%, SW480 rerep 0.7%, KB-V1 MDR tox -17.1% and DRD3 agonist 4.2.
`CC(NC(=O)COc1ccc(N(C)S(=O)(=O)c2ccccc2)cc1)c1ccccc1` (stereo not drawn) gave KB-3-1 tox 0.1%, IL-1B inflam inh 0.0, GLP-1R agonist 10.6%, D3 antag 2.6, HT1080 IDH1KD tx -3.0%, HT1080NT lethal 5.2%, SW480 rerep -5.2%, KB-V1 MDR tox -19.9% and DRD3 agonist -3.4.
`Cc1cc(NC(=O)CSc2nc3ccccc3[nH]2)no1` gave KB-3-1 tox 26.3%, IL-1B inflam inh 7.2, GLP-1R agonist -2.1%, D3 antag 9.3, HT1080 IDH1KD tx 1.4%, HT1080NT lethal 15.7%, SW480 rerep -22.6%, KB-V1 MDR tox -0.9% and DRD3 agonist -11.7.

The list goes on, overlapping the part above by two compounds.
`CC(NC(=O)COc1ccc(N(C)S(=O)(=O)c2ccccc2)cc1)c1ccccc1` (stereo not drawn) gave KB-3-1 tox 0.1%, IL-1B inflam inh 0.0, GLP-1R agonist 10.6%, D3 antag 2.6, HT1080 IDH1KD tx -3.0%, HT1080NT lethal 5.2%, SW480 rerep -5.2%, KB-V1 MDR tox -19.9% and DRD3 agonist -3.4.
`Cc1cc(NC(=O)CSc2nc3ccccc3[nH]2)no1` gave KB-3-1 tox 26.3%, IL-1B inflam inh 7.2, GLP-1R agonist -2.1%, D3 antag 9.3, HT1080 IDH1KD tx 1.4%, HT1080NT lethal 15.7%, SW480 rerep -22.6%, KB-V1 MDR tox -0.9% and DRD3 agonist -11.7.
For CCC1CCCCN1C(=O)COc1cc(=O)n(C)c2ccccc12 (stereo not drawn) the results were KB-3-1 tox -2.0%, IL-1B inflam inh 21.3, GLP-1R agonist 7.2%, D3 antag 3.8, HT1080 IDH1KD tx 2.0%, HT1080NT lethal -3.6%, SW480 rerep -2.9%, KB-V1 MDR tox -25.2% and DRD3 agonist 4.8.
COC(=O)CN1C(=S)N(c2ccc(OC)cc2)C(=O)/C1=C/c1ccc(N2CCOCC2)cc1 was read as KB-3-1 tox 0.2%, IL-1B inflam inh inconclusive, GLP-1R agonist -5.9%, D3 antag -24.0, HT1080 IDH1KD tx -15.3%, HT1080NT lethal -3.7%, SW480 rerep -13.4%, KB-V1 MDR tox inconclusive and DRD3 agonist 2.3.
`CSC1=NCCN1C(=O)Cc1cccc2ccccc12` gave KB-3-1 tox 7.0%, IL-1B inflam inh 26.9, GLP-1R agonist -0.9%, D3 antag -0.6, HT1080 IDH1KD tx 6.1%, HT1080NT lethal 12.3%, SW480 rerep -3.4%, KB-V1 MDR tox 0.0% and DRD3 agonist -4.0.
Cc1ccc(SCC(=O)Nc2cccc(-c3nnc(-c4ccco4)o3)c2)cc1 was read as KB-3-1 tox 8.1%, IL-1B inflam inh -14.0, GLP-1R agonist -1.2%, D3 antag 11.2, HT1080 IDH1KD tx -26.8%, HT1080NT lethal -18.3%, SW480 rerep -10.0%, KB-V1 MDR tox inconclusive and DRD3 agonist 2.9.
`COc1cc(/C=N/N2C(C)CCCC2C)cc(Br)c1O` (stereo not drawn) gave KB-3-1 tox -1.7%, IL-1B inflam inh 25.7, GLP-1R agonist 13.5%, D3 antag 5.5, HT1080 IDH1KD tx 6.4%, HT1080NT lethal 21.4%, SW480 rerep -23.9%, KB-V1 MDR tox inconclusive and DRD3 agonist -1.3.
`O=C(Nc1cccnc1)c1ccccc1F` gave KB-3-1 tox -1.8%, IL-1B inflam inh -13.6, GLP-1R agonist -7.0%, D3 antag -1.7, HT1080 IDH1KD tx 2.5%, HT1080NT lethal 21.8%, SW480 rerep -0.5%, KB-V1 MDR tox 8.9% and DRD3 agonist -2.2.
CSC1=NC2C(N1)N(C)C(=O)N2C (stereo not drawn) was read as KB-3-1 tox 12.0%, IL-1B inflam inh 0.0, GLP-1R agonist -4.0%, D3 antag 13.8, HT1080 IDH1KD tx 19.2%, HT1080NT lethal 12.7%, SW480 rerep -2.1%, KB-V1 MDR tox 12.3% and DRD3 agonist 2.6.
For COc1ccc(OC)c(S(=O)(=O)Oc2ccc(N)c3ccccc23)c1 the results were KB-3-1 tox -3.9%, IL-1B inflam inh 17.5, GLP-1R agonist -0.1%, D3 antag -1.7, HT1080 IDH1KD tx -16.0%, HT1080NT lethal -18.1%, SW480 rerep inconclusive, KB-V1 MDR tox -7.9% and DRD3 agonist -4.0.
`COC(=O)c1cc(NC(=O)c2cc(C(C)(C)C)nn2Cc2cccc(C)c2)ccc1N1CCOCC1` gave KB-3-1 tox -2.5%, IL-1B inflam inh -27.4, GLP-1R agonist -0.6%, D3 antag 70.2, HT1080 IDH1KD tx -18.9%, HT1080NT lethal -2.7%, SW480 rerep inconclusive, KB-V1 MDR tox 8.2µM* and DRD3 agonist 8.9.
`Cc1ccc(C2C(C#N)=C(N)N(c3ncn[nH]3)C3=C2C(=O)CC(C)(C)C3)cc1` (stereo not drawn) gave KB-3-1 tox 24.6%, IL-1B inflam inh 16.9, GLP-1R agonist -13.3%, D3 antag 0.0, HT1080 IDH1KD tx 6.2%, HT1080NT lethal 13.4%, SW480 rerep 0.3%[9.22 µM], KB-V1 MDR tox 22.6% and DRD3 agonist 1.9.
For O=C(NC1CC2CCCC(C1)N2Cc1ccccc1)C1CCCCC1 (stereo not drawn) the results were KB-3-1 tox 2.5%, IL-1B inflam inh 1.3, GLP-1R agonist -4.8%, D3 antag -65.1*, HT1080 IDH1KD tx 5.5%, HT1080NT lethal 13.4%, SW480 rerep -163.5%[inhibitor], KB-V1 MDR tox -20.2% and DRD3 agonist -5.1.
For COc1ccc(S(=O)(=O)N2CCc3ccccc32)cc1C(=O)Nc1cc(S(C)(=O)=O)ccc1Cl the results were KB-3-1 tox 0.0%, IL-1B inflam inh 47.6, GLP-1R agonist -6.9%, D3 antag -20.1, HT1080 IDH1KD tx -12.1%, HT1080NT lethal -4.7%[9.24 µM], SW480 rerep inconclusive, KB-V1 MDR tox -4.3% and DRD3 agonist -0.1.
For O=C(OCc1ccc(Cl)cc1)c1ccccc1C(=O)c1ccccc1 the results were KB-3-1 tox -1.0%, IL-1B inflam inh 4.5, GLP-1R agonist 2.6%, D3 antag 12.0, HT1080 IDH1KD tx -14.9%, HT1080NT lethal -6.7%, SW480 rerep 15.0%, KB-V1 MDR tox -13.6% and DRD3 agonist -4.9.
`CCCCN1C(=O)/C(=C2/Sc3ccccc3N2C)S/C1=N\c1ncn[nH]1` gave KB-3-1 tox inconclusive, IL-1B inflam inh 40.5, GLP-1R agonist 2.5%, D3 antag 37.4, HT1080 IDH1KD tx 14.0%, HT1080NT lethal -0.6%, SW480 rerep 14.6µM*, KB-V1 MDR tox inconclusive and DRD3 agonist 3.3.
O=C(/C(C=Nc1cccc(C(F)(F)F)c1)=C(/O)c1ccco1)C(F)(F)F was read as KB-3-1 tox 16.3%, IL-1B inflam inh 0.0, GLP-1R agonist 0.0%, D3 antag 0.0, HT1080 IDH1KD tx -1.7%, HT1080NT lethal -2.2%, SW480 rerep -1.3%, KB-V1 MDR tox -1.3% and DRD3 agonist -10.8.
CCOc1ccccc1Oc1coc2cc(OC(=O)c3ccco3)ccc2c1=O was read as KB-3-1 tox 6.8%, IL-1B inflam inh 3.3, GLP-1R agonist -1.0%, D3 antag -10.8, HT1080 IDH1KD tx -27.9%, HT1080NT lethal -6.4%, SW480 rerep -10.0%, KB-V1 MDR tox 14.1% and DRD3 agonist -8.8.

Screens deposited in PubChem BioAssay by National Center for Advancing Translational Sciences (NCATS).
